Assay outcomes (PubChem BioAssay)
tuberculosis growth – growth inhibition of non-replicating M. tuberculosis (AID 488890). Mycobacterium tuberculosis non-replicating, growth inhibition; higher % means a stronger effect. inhibition, % at 25 µM, or IC50 in µM where a hit was titrated. actives 0.39% (n = 320,000); in the data active = a potency from the dose series; inconclusive = inhibition mostly from about 82% at the one dose, without a potency; inactive = the rest, 99 in 100 with inhibition below about 76%;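 note: plate controls were DMSO cells for no effect and high antibiotic wells for full effect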
Salmonella PhoP GFP – Inhibition of PhoP regulon, Salmonella typhi GFP reporter cells, confirmation, 4 h (AID 1850); Salmonella Typhi PhoP-promoter GFP reporter, fluorescence, 4 h; higher % means a stronger effect; inhibition, % at 50 µM; hits with a dose series show IC50 in µM; actives 0.33% (n = 310,000); in the data active = a potency from the dose series; inconclusive = inhibition mostly from about 25% at the one dose, without a potency; inactive = the rest, 99 in 100 with inhibition below about 19%;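 note: 0% = induced wells with vehicle and 100% = uninduced wells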
VEEV TC-83 Vero – inhibitors of VEEV TC-83 cytopathic effect, confirmation, Vero cells (AID 588727); Vero cells, VEEV TC-83 cytopathic effect inhibition; higher % means a stronger effect; one-dose inhibition, % at 20 µM; IC50 in µM for titrated hits; actives 0.13% (n = 350,000); in the data active = a potency from the dose series; inconclusive = inhibition mostly from about 14% at the one dose, without a potency; inactive = the rest, 99 in 100 with inhibition below about 12%; note: strong numbers were not always called active
H1N1 NS1A inhibition – H1N1 influenza NS1A inhibitors, functional cell based assay (AID 504329) | NS1A functional cell-based assay, percent inhibition; higher % means a stronger effect | inhibition, % at 12.5 µM; hits with a dose series show IC50 in µM | actives 0.3% (n = 340,000); in the data active = a potency from the dose series; inconclusive = inhibition above about 27% without an active follow-up result; note: strong numbers were not always called active
H37Rv inhibition – M. tuberculosis growth inhibition, HTS (AID 449762); actives 0.59% (n = 330,000); inhibition, % at 25 µM, or IC50 in µM where a hit was titrated; M. tuberculosis H37Rv growth inhibition, 7H9 media; higher % means a stronger effect; in the data active = a potency from the dose series; inconclusive = inhibition above about 70% without an active follow-up result;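 note: bacterial growth assessed after seven days of incubation; strong numbers were not always called active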
VEEV TC-83 Vero 10K pilot screen – also measured in VEEV TC-83 Vero; calls as there; inhibition, %; measured here: 10K pilot screen inhibition
An asterisk follows results filed as active; i = inactive; ? = inconclusive; · = no result given.

SMILES | tuberculosis growth | Salmonella PhoP GFP | VEEV TC-83 Vero | H1N1 NS1A inhibition | H37Rv inhibition | others
Cc1oc(C(C)(C)C)cc1C(=O)NC(Cc1ccccc1)C(=O)O (configuration not stated) | 2% | 1% | 0.3% | 4% | 2%
Nc1nc(-c2c[nH]c3ccccc23)cs1 | 47% | -7% | 7.5% | 20% | -5%
CC(=O)OC1CCC2(C)C(CCC3C2CC(OC(C)=O)C2(C)C3C[C@@H]3O[C@]4(CC[C@@H](C)CO4)[C@@H](C)C32)C1 (some centres not stated) | 19% | -7% | · | · | -1%
CCC1(CC)C(=O)NC(=NCCc2c[nH]c3ccccc23)NC1=O | 13% | -10% | 2.0% | -2% | -23%
CCOc1ccc(OCC)c(NC(=O)C2CCN(c3cnccn3)CC2)c1 | 5% | -9% | 0.6% | -1% | -2%
COc1cc(/C=C2\N=C3CCCCCN3C2=O)ccc1O | 1% | -15% | i | -3% | -4%
COc1ccc(/C=C(\C#N)C(=O)OCC(=O)NCc2ccc(Cl)cc2)cc1 | 69% | 9% | · | · | -13%
CN(C)/C=C(/C(=O)c1ccccc1)n1cncn1 | -1% | 10% | i | 6% | -3%
O=C(Nc1ccccc1)N(C1=NCCCCS1)c1cccc2ccccc12 | -2% | -1% | 2.4% | 9% | -1%
COc1ccc(C(=O)Nc2nnc(C3=COCCO3)o2)cc1OC | · | -4% | i | -4% | -16%
CCc1ccc(Nc2ncccc2C#N)cc1 | 14% | -3% | 8.3% | 6% | 8%
Cc1ccccc1CN1CCN(S(=O)(=O)c2ccc(Cl)s2)CC1 | 17% | -6% | 5.1% | -17% | 5%
O=C(/C=C/c1ccco1)NC(=S)Nc1cccc(-c2nc3ccccc3o2)c1 | 28% | 24% | 9.0% | 4% | -7%
COc1cccc(NC(=O)CN(C)CC(=O)Nc2ccccc2-c2ccccc2)c1 | 11% | 10% | 1.7% | -3% | 4%
CCOc1ccccc1NC(=S)N1CCN(c2ccc(O)cc2)CC1 | 20% | -19% | 1.5% | 1% | 0%
O=C(CCN1CCOCC1)Nc1ccc2c(c1)N(C(=O)CN1CCOCC1)c1ccccc1CC2 | 18% | -12% | 0.0% | -4% | 5%
CC1(C)CC(=O)C(C=NCC2CCN(C(=S)Nc3cccc(Cl)c3)CC2)=C(O)C1 | 49% | 4% | i | 12% | 1%
O=C(CSc1n[nH]c(-c2cccnc2)n1)Nc1ccc([N+](=O)[O-])cc1 | -9% | 17% | 2.0% | 9% | -11%
Cc1ccc(C(C)C)c(OCC(=O)Nc2ccc3c(c2)nc(CCN2CCCCC2)n3C)c1 | ? | 8% | 2.8% | -5% | -6%
CCOC(=O)C(O)(CC(=O)Nc1ccc(Cl)cc1Cl)C(F)(F)F (configuration not stated) | -6% | 9% | 1.5% | 0% | -15%
CCCCOC(=O)c1ccc(NC(=O)c2nn(C)cc2Br)cc1 | i | 12% | 5.0% | -5% | ?
CC(C)C(=O)Nc1ccc(C(=O)NNC(=O)c2ccco2)cc1 | 5% | -8% | 2.4% | 24% | -4%
O=C(CN1CCN(Cc2cccc3ccccc23)CC1)NCCc1ccccc1 | 1% | 0% | i | 2% | 0%
O=C(Cn1ncc2c1-c1ccccc1OC2)N1CCN(Cc2ccccc2)CC1 | -6% | -18% | 1.9% | 4% | 4%
Cc1nn(-c2ccccc2)cc1/C=N/NS(=O)(=O)c1ccccc1 | 12% | -4% | 0.3% | 3% | -9%

Following part
SMILES | tuberculosis growth | Salmonella PhoP GFP | VEEV TC-83 Vero | H1N1 NS1A inhibition | H37Rv inhibition | others
COc1cc(NC(=O)c2ccco2)c(OC)cc1NC(=O)CSc1ncc(-c2ccc(F)cc2)[nH]1 | 0% | -7% | 0.6% | -12% | -1%
Cc1noc(C)c1COc1ccc(CC(=O)NCCc2ccccc2)cc1 | 15% | -26% | 1.6% | -10% | 4%
O=C(NNC1=NCCC1)c1cccc(S(=O)(=O)N2CCCCC2)c1 | -11% | -10% | i | 0% | 6%
O=C(O)C1CCCCC1C(=O)NCc1ccc(F)cc1 (configuration not stated) | 3% | -15% | i | -20% | -8%
O=C(CNC(=O)c1ccco1)Nc1ccc(Cl)cc1 | -15% | 3% | 0.7% | 2% | 4%
O=C1CC(c2ccc(F)cc2)Cc2nc(NCc3ccco3)ncc21 (configuration not stated) | -4% | 5% | 1.7% | 0% | -11%
Clc1cc(Cl)c(OCCCCn2cncn2)c(Cl)c1 | 18% | -9% | 1.1% | -10% | 2%
O=c1cc([O-])[n+]2c3n1CCCN3CCC2 | · | 2% | 0.4% | 21% | -4%
O=C1N=c2ccccc2=C1c1sc(NS(=O)(=O)c2ccccc2)nc1O | 22% | 8% | 0.3% | -2% | 35%
COC(=O)c1ccc(/C=N/Nc2nc(-c3ccc(C)cc3)cs2)cc1 | 18% | -9% | 1.0% | -1% | 50%
Fc1ccccc1-c1n[nH]c(=S)n1C1CC1 | -16% | 5% | 0.1% | 7% | 5%
Cc1[nH]c(SCC(=O)Nc2cc(S(C)(=O)=O)ccc2Cl)nc1Cc1ccccc1 | 35% | · | 7.2% | -11% | 3%
COc1ccc(C(=O)Nc2sc(C(=O)N(C)C)c(C)c2C#N)cc1[N+](=O)[O-] | -5% | -12% | 1.2% | 16% | 2%
S=c1[nH]nc(-c2ccc(Cl)cc2Cl)n1Cc1ccccc1 | -18% | -8% | 3.0% | -4% | 10%
CCOC(=O)c1c(-c2ccc(OC)cc2)csc1NC(=O)CNCc1ccco1 | 78% | -4% | i | 24% | 11µM*
c1ccc2c(c1)CCN(c1nc3cc4c(cc3s1)OCCO4)C2 | 65% | -4% | 2.5% | 2% | 7.5µM*
Cc1cccc2sc(NC(=O)CSc3cn[nH]n3)nc12 | 31% | 9% | 2.1% | -9% | 7%
Cc1ccc(C)c(N2CCN(C(=O)CCS(=O)(=O)c3ccc4c(c3)NC(=O)CO4)CC2)c1 | 31% | -17% | 8.4% | 1% | 6%
O=C1NNC(=O)C1c1ccccc1 | -10% | -10% | 0.7% | -5% | 1%
COc1cc2c(cc1OC)C(c1ccccc1N)=NCC2 | 59% | -4% | i | · | -1%
CCN(CC)C(=O)C1CC(=O)OC12CCCCC2 (configuration not stated) | -5% | 1% | 2.6% | -2% | -2%
NC(=O)C1CCN(C(=O)CCSc2ccc(Cl)cc2)CC1 | 7% | 0% | 1.1% | 2% | 1% | VEEV TC-83 Vero 10K pilot screen=1.6
CC(=O)Oc1ccc2ccccc2c1C(NC(=O)Cc1ccccc1)c1ccccc1Cl (configuration not stated) | 7% | 2% | 3.2% | 4% | -3%
COc1ccc(C(=O)N/C(=C\c2cn(C)c3ccccc23)C(=O)N2CCN(C)CC2)cc1 | 6% | -7% | i | 3% | 0%
Cc1nc(-c2ccccc2)nc2[nH]ccc(=O)c12 | -12% | -4% | 7.2% | -1% | -7%

Remaining list, next part.
SMILES | tuberculosis growth | Salmonella PhoP GFP | VEEV TC-83 Vero | H1N1 NS1A inhibition | H37Rv inhibition | others
COC(=O)Cc1ccc(N(Cc2ccccc2F)S(=O)(=O)c2ccc(Cl)cc2)cc1 | -2% | -8% | i | 10% | 12%
Cc1ccc(CNC(=O)CCCOc2cc(=O)n(C)c3ccccc23)o1 | 7% | 4% | 1.6% | -1% | -4%
CC(NC(=O)C1CC=CCC1C(=O)O)C1CC2CCC1C2 (configuration not stated) | 0% | -6% | 2.9% | -3% | 2%
O=C(CSc1nc(-c2ccc(F)cc2)cs1)NCC1CCCO1 (configuration not stated) | 48% | · | 1.5% | -2% | 0%
O=C(c1cccs1)C1CN2CCC1CC2 (configuration not stated) | ? | 16% | i | 7% | 19%
CCOc1ccccc1-n1c(SCC(=O)N2CCOCC2)nc2ccccc2c1=O | 3% | 0% | 1.0% | 0% | -4%
COc1ccc(C)cc1NC(=O)C1CC1c1ccccc1 (configuration not stated) | 17% | 3% | 3.7% | 2% | -2%
CC(=O)c1ccc(-n2c(CCC(=O)O)ccc2-c2ccc(Br)cc2)cc1 | 22% | -4% | i | -31% | 4%
CCN(CC)c1c([N+](=O)[O-])c(=O)n(C)c2ccccc12 | 16% | -1% | 1.9% | -9% | 29%
CCOc1ccc(C(=O)NCC(=O)Nc2ncccc2C)cc1OCC | -3% | 4% | 2.7% | 4% | -6%
Nc1ccccc1C(=O)N/N=C1\C2CN3CCN(C2)CC1(c1ccccc1)C3 | -7% | 9% | 0.2% | -5% | -8%
Cc1ccc(SCCN2C(=O)NC(C)(C)C2=O)cc1 | 2% | -14% | i | 26% | -2%
Cc1ccnc(NC(=O)c2ccccc2NC(=O)c2ccccc2)c1 | · | -9% | i | -21% | 2%
Cc1ccc(NC(=O)COC(=O)c2ccc(-n3nc(C)cc3C)cc2)c(F)c1 | 36% | · | 1.7% | -10% | -1%
O=S(=O)(N/N=C/c1cccnc1)c1ccc(Cl)c(Cl)c1 | -25% | -6% | i | -4% | -1%
CCn1c(SCC(=O)N2CCCC2)nc2c1c(=O)n(C)c(=O)n2C | -7% | -9% | 3.8% | 2% | -7%
COc1ccc(NC(=S)NNC(=O)c2ccccc2OC(F)F)cc1 | 1% | 5% | 5.8% | -2% | 3%
CCCCCCSc1ccc([C@@H]2[C@@H]3C(=O)N(CC)C(=O)[C@@H]3[C@]3(C(=O)OC)CCCCN23)cc1OC | -2% | 0% | 0.8% | 3% | 10%
COc1cc(-n2c(=O)c3ccccc3n(Cc3cccc(F)c3)c2=O)cc(OC)c1OC | 0% | 5% | 2.3% | -6% | -1%
O=C(Nc1nc(=O)n(C(=O)c2cccc(C(F)(F)F)c2)s1)c1ccccc1 | 29% | 7% | i | -4% | -4%
C/C(CCc1ccco1)=N/NC(=O)CCC(=O)Nc1cccc(Cl)c1 | 9% | 11% | 0.7% | 5% | -4%
Cc1nc(NC(=O)c2cccs2)ccc1Br | 67% | 0% | 1.3% | 3% | 3%
O=[N+]([O-])c1cnn(-c2nc(-c3cccs3)cc(C(F)(F)F)n2)c1 | -6% | 5% | 0.5% | 2% | 5%

Molecules from the list above containing four or more nitrogen atoms, in the order listed:
SMILES | tuberculosis growth | Salmonella PhoP GFP | VEEV TC-83 Vero | H1N1 NS1A inhibition | H37Rv inhibition | others
CCC1(CC)C(=O)NC(=NCCc2c[nH]c3ccccc23)NC1=O | 13% | -10% | 2.0% | -2% | -23%
CCOc1ccc(OCC)c(NC(=O)C2CCN(c3cnccn3)CC2)c1 | 5% | -9% | 0.6% | -1% | -2%
CN(C)/C=C(/C(=O)c1ccccc1)n1cncn1 | -1% | 10% | i | 6% | -3%
O=C(CCN1CCOCC1)Nc1ccc2c(c1)N(C(=O)CN1CCOCC1)c1ccccc1CC2 | 18% | -12% | 0.0% | -4% | 5%
O=C(CSc1n[nH]c(-c2cccnc2)n1)Nc1ccc([N+](=O)[O-])cc1 | -9% | 17% | 2.0% | 9% | -11%
Cc1ccc(C(C)C)c(OCC(=O)Nc2ccc3c(c2)nc(CCN2CCCCC2)n3C)c1 | ? | 8% | 2.8% | -5% | -6%
O=C(Cn1ncc2c1-c1ccccc1OC2)N1CCN(Cc2ccccc2)CC1 | -6% | -18% | 1.9% | 4% | 4%
Cc1nn(-c2ccccc2)cc1/C=N/NS(=O)(=O)c1ccccc1 | 12% | -4% | 0.3% | 3% | -9%
COc1cc(NC(=O)c2ccco2)c(OC)cc1NC(=O)CSc1ncc(-c2ccc(F)cc2)[nH]1 | 0% | -7% | 0.6% | -12% | -1%
O=C(NNC1=NCCC1)c1cccc(S(=O)(=O)N2CCCCC2)c1 | -11% | -10% | i | 0% | 6%
COc1ccc(C(=O)Nc2sc(C(=O)N(C)C)c(C)c2C#N)cc1[N+](=O)[O-] | -5% | -12% | 1.2% | 16% | 2%
Cc1cccc2sc(NC(=O)CSc3cn[nH]n3)nc12 | 31% | 9% | 2.1% | -9% | 7%
COc1ccc(C(=O)N/C(=C\c2cn(C)c3ccccc23)C(=O)N2CCN(C)CC2)cc1 | 6% | -7% | i | 3% | 0%
Nc1ccccc1C(=O)N/N=C1\C2CN3CCN(C2)CC1(c1ccccc1)C3 | -7% | 9% | 0.2% | -5% | -8%
CCn1c(SCC(=O)N2CCCC2)nc2c1c(=O)n(C)c(=O)n2C | -7% | -9% | 3.8% | 2% | -7%
O=[N+]([O-])c1cnn(-c2nc(-c3cccs3)cc(C(F)(F)F)n2)c1 | -6% | 5% | 0.5% | 2% | 5%
